TNAP inhibition: human TNAP enzyme inhibitors, biochemical, luminescent (AID 518) | purified TNAP enzyme, luminescent substrate readout; higher % means a stronger effect | 0.09% of 64,000 active | one-dose inhibition, % at 20 µM; IC50 in µM for titrated hits; in the data active = a potency from the dose series; inactive = the rest, 99 in 100 with inhibition below about 22%;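 also: plate controls were vehicle for no effect and reference inhibitor for full effect; many of its hits are not listed in these tables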
HPDE-C7K KRASV12: cytotoxicity in KRAS-transformed pancreatic duct cells, primary screen, cell-based, fluorescence, HTS (AID 431). HPDE-C7K KRASV12 cells, Alamar Blue viability, 48 h; higher % means a stronger effect. cytotoxicity, % at 10 µM, or EC50 in µM where a hit was titrated. 1.7% of 63,000 active;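 active = compounds whose percent cytotoxicity in the single-dose primary screen, scaled between solvent and toxic-drug controls, exceeds 50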;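 also: 0% = DMSO solvent wells and 100% = doxorubicin-treated wells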
MK inhibit: S. pneumoniae MK inhibitors, primary screen, biochemical, PK/LDH-coupled NADH absorbance. inhibition, % at 10 µM. purified MK, PK/LDH-coupled NADH absorbance 340 nm. AID 555, 2006. 0.48% of 65,000 active;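 active = ranked among the strongest by inhibition in the single 10 µM screen, a fixed top-ranked set picked for dose follow-up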; also: no value below 0 was filed
LYP phosphatase: LYP phosphatase inhibitors, primary screen, biochemical, DiFMUP fluorescence, recombinant catalytic domain, 10 µM (AID 606) | Tyrosine-protein phosphatase non-receptor type 22 (Homo sapiens) | recombinant LYP catalytic domain, DiFMUP fluorescence; higher % means a stronger effect | one-dose inhibition, % at 10 µM; IC50 in µM for titrated hits | 52,000 tested, under 10 active;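 active = IC50 under 40 µM in the dose-response test; inactive = IC50 of 40 µM or more, or never dose-tested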
Bfl-1 displacement: Bfl-1 inhibitors, primary screen, biochemical, fluorescence polarization, FITC-Bid, mouse (AID 432) | Bcl-2-related protein A1 (Mus musculus) | FITC-Bid BH3 peptide fluorescence polarization displacement; higher % means a stronger effect | displacement, % at 20 µM, or IC50 in µM where a hit was titrated | 0.02% of 64,000 active; in the data active = a potency from the dose series; inactive = the rest, 99 in 100 with displacement below about 15%; also: strong numbers were not always called active
HT1080 cytotoxicity: cytotoxicity in HT1080 fibrosarcoma cells, cell-based, fluorescence readout (AID 620). HT1080 viability, fluorescence; higher % means a stronger effect. one-dose cytotoxicity, % at 10 µM; EC50 in µM for titrated hits. 0.42% of 87,000 active;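 also: cells exposed to compound overnight then 4 h with Alamar Blue; 0% = vehicle DMSO and 100% = killing control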
Spn PMK inh: S. pneumoniae PMK inhibitors, primary screen, biochemical, mevalonate pathway, pilot trial included | phosphomevalonate kinase (Streptococcus pneumoniae D39) | purified PMK, PK/LDH-coupled NADH absorbance 340 nm | inhibition, % at 10 µM | 0.49% of 65,000 active | AID 539, 2006;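 active = top-ranked compounds by inhibition in the single 10 µM screen, taking a fixed number of the strongest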;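 also: 0% = full reaction with DMSO carrier and 100% = background rate without enzyme reaction; no value below 0 was filed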
Spn DPM-DC inh: S. pneumoniae DPM-DC inhibitors, primary screen, biochemical, PK/LDH-coupled NADH fluorescence. purified DPM-DC. calls only at 10 µM. 0.49% of 65,000 active. AID 556, 2006. diphosphomevalonate decarboxylase (Streptococcus pneumoniae D39);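 active = the 320 compounds with the highest percent inhibition in the single-dose primary screen, excluding strongly autofluorescent ones, cut at about 32% in these data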;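 also: kinetic rate of NADH fluorescence loss reporting ADP formed by the decarboxylase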
HPDE-C7 viability: cytotoxicity in HPDE-C7 cells, cell-based, fluorescence, HTS (AID 430) | HPDE-C7 pancreatic duct cells viability, fluorescence; higher % means a stronger effect | cytotoxicity, % at 10 µM; hits with a dose series show EC50 in µM | 1.8% of 63,000 active;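 also: cells exposed to compound for 48 hours before viability readout; 0% = vehicle and 100% = reference cytotoxic drug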
Spn PMK inh pilot replicates: also measured in Spn PMK inh; calls as there; inhibition, %; measured here: pilot screen replicates
MK inhibit pilot replicates: also measured in MK inhibit; calls as there; inhibition, %; measured here: pilot screen replicates
Spn DPM-DC inh pilot screen %: also measured in Spn DPM-DC inh; calls as there; inhibition, %; measured here: pilot screen trials
* hit, by the source's call; i = inactive; · = not tested or not shown. Rule as the data show it, unless noted: active = cytotoxicity above about 50%; inactive = the rest. Hits appear at their usual frequency. Share with any hit: about 3.5%.

Sample of the layout, two compounds:
SMILES	TNAP inhibition	HPDE-C7K KRASV12	MK inhibit	LYP phosphatase	Bfl-1 displacement	HT1080 cytotoxicity	Spn PMK inh	Spn DPM-DC inh	HPDE-C7 viability	others
CCOc1nc(-c2ccccc2)ccc1-c1noc(-c2ccncc2)n1	8.6%	7.2%	0.0	8.1%	-2.3%	14.9%	15.0	·	5.2%
C=CCn1c(CCCNC(=O)C(C)(C)C)nc2ccccc21	4.7%	-8.5%	0.0	4.5%	0.2%	-0.4%	9.0	i	-7.6%

Main list (from the top)
SMILES	TNAP inhibition	HPDE-C7K KRASV12	MK inhibit	LYP phosphatase	Bfl-1 displacement	HT1080 cytotoxicity	Spn PMK inh	Spn DPM-DC inh	HPDE-C7 viability	others
CCOc1nc(-c2ccccc2)ccc1-c1noc(-c2ccncc2)n1	8.6%	7.2%	0.0	8.1%	-2.3%	14.9%	15.0	·	5.2%
C=CCn1c(CCCNC(=O)C(C)(C)C)nc2ccccc21	4.7%	-8.5%	0.0	4.5%	0.2%	-0.4%	9.0	i	-7.6%
O=C(c1ccccc1)N1CCN(Cc2c[nH]c3ccccc23)CC1	-2.2%	-5.6%	9.0	-19.2%	-1.0%	0.2%	14.0	i	-1.3%
O=C(OCC(=O)N1CCN(c2ccccc2)CC1)c1ccccn1	6.8%	4.7%	27.0	11.4%	-3.3%	-1.1%	0.0	i	3.5%
CC(=O)c1cccc(NC(=O)N2CCCC2C(=O)Nc2c(C)cccc2C)c1 (stereo not drawn)	2.2%	-4.0%	2.0	·	-0.8%	4.1%	0.0	i	-7.0%
Cc1occc1C(=O)Nc1ccc2c(c1)OCO2	12.0%	-11.7%	5.0	-4.9%	-2.3%	5.0%	0.0	i	-9.7%
Cc1cc(C)nc(Nc2ncc(O)n2-c2ccc(C)c(Cl)c2)n1	-12.9%	1.4%	0.0	5.2%	-0.7%	7.9%	0.0	i	9.4%
O=C(O)/C=C1\NC(=O)c2ccccc21	8.9%	-0.4%	11.0	-9.6%	-8.3%	·	0.0	i	-13.1%
O=c1[nH]c(N2CCc3ccccc3C2)nc2c1CCC2	9.7%	-8.2%	14.0	·	-8.0%	9.5%	10.0	i	-1.2%
COc1ccc(S(=O)(=O)Cc2ccc(C(=O)NC3CCCC3)o2)cc1	6.6%	-4.0%	0.0	6.6%	0.1%	-7.0%	9.0	i	-5.0%
O=C(CC(c1ccccc1)c1ccccc1O)NCCN1CCOCC1 (stereo not drawn)	3.2%	·	0.0	-15.1%	0.3%	9.4%	6.0	i	·
COc1cc(OC)c(Cl)cc1N	7.8%	·	7.0	7.7%	-1.8%	-7.7%	7.0	i	·
Cc1ccc(CNC(=O)c2cn(C3CCCC3)c(=O)c3c2c2ccccc2n3C)o1	4.9%	6.0%	2.0	14.7%	3.5%	·	19.0	·	17.5%
CCOC(=O)c1c(C)[nH]c(C(=O)CN2C(=O)NC(CC)(c3ccccc3)C2=O)c1C (stereo not drawn)	7.7%	15.1%	1.0	9.5%	1.0%	9.5%	10.0	i	13.0%
N#CC1(c2ccccc2)CCC(=NO)CC1 (stereo not drawn)	11.8%	-0.9%	7.0	3.0%	-0.8%	-0.1%	3.0	i	-16.6%	Spn PMK inh pilot replicates=2.0;MK inhibit pilot replicates=5.0;Spn DPM-DC inh pilot screen %=0.0
COc1ccc(OC)c(N2C(=O)[C@@H]3C(c4ccccc4Cl)=NO[C@@H]3C2=O)c1	5.6%	-26.8%	10.0	3.1%	15.6%	8.2%	17.0	i	-2.0%
Cc1c(NC(=O)c2cccc(S(=O)(=O)N3CCOCC3)c2)c(=O)n(-c2ccccc2)n1C	8.3%	-7.3%	2.0	10.8%	2.2%	-5.9%	7.0	i	4.5%
CC(=O)NCN1CCN(CNC(C)=O)CC1	1.0%	-12.3%	0.0	5.8%	-4.7%	4.1%	0.0	i	4.0%
CC(=O)COc1ccc2c3c(c(=O)oc2c1)CCCC3	9.4%	-0.3%	2.0	-4.2%	-0.7%	5.2%	5.0	·	-23.3%
Cc1ccccc1NC(=O)c1ccc(F)c(S(=O)(=O)N2CCN(c3ccccn3)CC2)c1	11.9%	-5.6%	0.0	13.8%	-4.3%	0.2%	7.0	i	-26.8%
CC(NO)C(C)(C)NO (stereo not drawn)	6.8%	-3.9%	12.0	12.8%	6.0%	5.2%	14.0	i	-13.2%	Spn PMK inh pilot replicates=0.0;MK inhibit pilot replicates=0.0;Spn DPM-DC inh pilot screen %=0.0
COc1cccc(C(=O)Nc2cc(C)c3c(=O)oc4ccccc4c3n2)c1	14.0%	44.0%	8.0	·	-2.8%	·	5.0	i	41.3%	Spn PMK inh pilot replicates=3.0;MK inhibit pilot replicates=1.0;Spn DPM-DC inh pilot screen %=1.5
C[C@H](CCC(=O)O)[C@H]1CC[C@H]2[C@@H]3C(=O)C[C@@H]4CC(=O)CC[C@]4(C)[C@H]3CC(=O)[C@]12C	6.1%	3.1%	7.0	·	-6.8%	-12.2%	3.0	i	12.0%	Spn PMK inh pilot replicates=5.5;MK inhibit pilot replicates=0.0;Spn DPM-DC inh pilot screen %=0.0
Cn1c(=O)cc(SCC(=O)N2CCCC2)c2ccc(Cl)cc21	6.5%	·	2.0	-0.1%	36.6%	3.1%	8.0	i	·
NC(=O)C1CCN(C(=O)c2cnn(-c3ccccc3)c2NC(=O)c2ccco2)CC1	6.7%	-6.7%	17.0	1.7%	7.8%	-1.2%	24.0	i	-5.8%
COCCn1c(SCC(=O)NCC2CCCO2)nc2c(c1=O)SC(C)C2 (stereo not drawn)	1.2%	-13.1%	3.0	-0.6%	-6.2%	-4.3%	23.0	i	-8.7%
COc1ccc(S(=O)(=O)N2CCCC(C(=O)Nc3cccc(C(C)=O)c3)C2)cc1 (stereo not drawn)	10.5%	8.9%	8.0	9.3%	-6.7%	2.7%	0.0	i	1.1%
O=C(C1CCCCC1)N1CCCC(c2nc(-c3ccc(F)cc3)no2)C1 (stereo not drawn)	4.0%	-9.5%	5.0	·	-6.9%	-2.7%	9.0	i	-2.4%
CN(CC(=O)NCc1ccc(F)cc1)S(=O)(=O)c1cccc2nsnc12	-3.2%	-17.6%	0.0	10.2%	-8.9%	2.7%	15.0	i	-14.6%
CC(=O)c1c(O)cc(C)n(Nc2nc(C)cc(C)n2)c1=O	-4.2%	-10.1%	8.0	8.5%	-5.1%	-0.8%	10.0	i	-8.0%	Spn PMK inh pilot replicates=2.0;MK inhibit pilot replicates=0.0;Spn DPM-DC inh pilot screen %=0.0
Cc1cccc(NC(=O)CSc2nnc(Cn3nnc(-c4ccccc4)n3)n2-c2ccccc2)c1	3.6%	7.3%	2.0	·	2.5%	8.3%	3.0	i	2.4%
CCOC(=O)CN(C(=O)CSc1nnc(-c2ccc(OC)c(OC)c2)o1)c1ccccc1	21.5%	-8.3%	5.0	·	-6.1%	-1.7%	7.0	i	-4.7%
O=C(c1cccnc1)N1CCN(C(=O)c2ccccc2F)CC1	8.2%	7.1%	9.0	·	-2.3%	1.2%	6.0	i	-7.8%	Spn PMK inh pilot replicates=0.0;MK inhibit pilot replicates=0.0;Spn DPM-DC inh pilot screen %=0.0
CCOC(=O)c1cc2c(C(F)(F)F)cc(-c3cccnc3)nc2o1	2.4%	-15.6%	0.0	12.6%	-4.6%	6.3%	12.0	i	-0.4%
CCOC(=O)c1[nH]c(C)c(C(=O)N2CCN(C(=O)c3ccco3)CC2)c1C	8.6%	-8.7%	0.0	-9.2%	8.6%	28.5%	10.0	i	-21.3%	Spn PMK inh pilot replicates=4.5;MK inhibit pilot replicates=1.0;Spn DPM-DC inh pilot screen %=1.0
COc1ccc(C2=CC(c3cccc(OC)c3)n3nnnc3N2)cc1 (stereo not drawn)	12.9%	-1.1%	9.0	-0.4%	6.3%	-4.1%	8.0	i	9.9%
O=C(CSc1ccc2nnc(-c3ccccn3)n2n1)NCc1ccc2c(c1)OCO2	1.0%	-7.9%	1.0	-8.8%	10.5%	24.4%	11.0	i	-15.3%
CCOC(=O)C1CCN(c2cc(=O)n(Cc3ccc(F)cc3)c(=O)[nH]2)CC1	6.3%	-12.8%	6.0	4.4%	0.2%	4.6%	7.0	i	-21.0%
O=C1c2oc3ccccc3c(=O)c2C(c2cccc(F)c2)N1CCCO (stereo not drawn)	6.7%	-17.3%	4.0	5.0%	-0.4%	9.8%	10.0	i	-18.5%
COCCNC(=O)C(c1ccc(C)cc1)N(C(=O)CCC(=O)Nc1ccccn1)C1CCCC1 (stereo not drawn)	2.7%	-11.6%	2.0	-1.9%	-1.1%	-4.4%	5.0	i	-23.6%
O=C(NCC(=O)N(c1cnc2ccccc2c1)C(C(=O)NC1CCCC1)c1ccncc1)c1ccco1 (stereo not drawn)	7.6%	-22.1%	4.0	-2.5%	9.8%	-3.1%	0.0	i	-44.9%	Spn PMK inh pilot replicates=1.5;MK inhibit pilot replicates=0.5;Spn DPM-DC inh pilot screen %=0.0
CC(=O)C1=C(O)C(=O)N(C)C1c1ccccc1F (stereo not drawn)	-1.3%	0.0%	0.0	19.9%	-2.7%	-5.0%	0.0	i	5.2%
COc1ccc(C2C(C(=O)N3CCCC3)c3cc(OC)c(OC)cc3C(=O)N2C)cc1 (stereo not drawn)	11.3%	-4.7%	9.0	·	-4.1%	·	0.0	i	-14.8%	Spn PMK inh pilot replicates=1.0;MK inhibit pilot replicates=0.0;Spn DPM-DC inh pilot screen %=0.5
O=C(COc1ccc2ccccc2c1CN1CCOCC1)N1CCc2ccccc21	9.4%	13.8%	5.0	-0.8%	-3.8%	38.0%	3.0	i	11.7%
CCOC(=O)CSc1nnc(NC(=O)c2cccc(S(=O)(=O)N3CCCC3)c2)s1	1.7%	-0.2%	10.0	10.8%	-0.5%	-11.8%	5.0	i	-2.4%
S=c1[nH]ncn1-c1ccccn1	7.9%	-11.9%	18.0	7.4%	-1.3%	-2.1%	9.0	i	-2.2%	Spn PMK inh pilot replicates=2.5;MK inhibit pilot replicates=0.5;Spn DPM-DC inh pilot screen %=0.5
COc1ccc(Cl)c(Cn2c(NCCCN(C)C)nc3c2c(=O)n(C)c(=O)n3C)c1	9.7%	-1.8%	5.0	9.6%	-6.8%	1.2%	9.0	i	-2.9%
CCCNc1ncnc2sc(C)c(C)c12	5.5%	-5.0%	0.0	12.4%	0.6%	-2.8%	9.0	i	4.7%
Clc1ccc(OCc2nc(-c3ccncc3)no2)c(Br)c1	9.0%	3.8%	12.0	1.8%	-1.0%	-0.6%	1.0	i	11.4%
CCCC(=O)N1CC(=O)Nc2ccc(F)cc2C1c1ccccc1 (stereo not drawn)	5.0%	-0.8%	0.0	3.0%	-4.0%	-1.4%	6.0	i	-2.7%
Cc1cc(NC(=O)CSc2nnc3c(C)cc4ccccc4n23)no1	-3.0%	-26.0%	16.0	0.5%	-1.6%	10.6%	10.0	i	-24.9%

Compound activity from PubChem.
